From PubChem BioAssay
PvdQ inh – blocks Pseudomonas aeruginosa PvdQ acylase activity; purified PvdQ acylase, fluorescence plate reader; inhibition, % at 10 µM; hit rate 0.063% among 340,000; AID 488965; in the data active means inhibition above about 30%, passing the limit was not always enough;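 further: 0% = vehicle neutral wells and 100% = reference inhibitor wells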
AddAB inh – less growth of phage-infected E. coli with AddAB; E. coli expressing H. pylori AddAB, absorbance growth; inhibition, % at 11.9 µM; hit rate 0.29% among 330,000; in the data active means inhibition above about 12%;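 further: 0% = vehicle wells of infected cells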
PfHsp90 yeast 2 – reduces growth (ATP signal) of yeast expressing P. falciparum Hsp90 | hit rate 0.32% among 310,000 | inhibition, % at 9.4 µM | AID 504621 | S. cerevisiae expressing PfHsp90, BacTiter-Glo ATP, 48 h; yeast lacking PDR1 and PDR3 efflux regulators;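 active means every replicate shows inhibition above about 80%, whatever the replicate mean, limit read from the data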;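 further: 0% = DMSO neutral controls and 100% = 20 µM radicicol positive controls; yeast relying on Plasmodium falciparum Hsp90 in place of its own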
Rtt109 HAT inh – inhibitors of Candida albicans Rtt109/Vps75 histone acetyltransferase; Q5AAJ8; inhibition, % at 34.9 µM; hit rate 0.16% among 330,000; purified Rtt109/Vps75, ThioGlo CoA-SH fluorescence, 4 h;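 active means inhibition of at least 50% in every replicate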
Target sequence (Q5AAJ8 whole entry, looked up): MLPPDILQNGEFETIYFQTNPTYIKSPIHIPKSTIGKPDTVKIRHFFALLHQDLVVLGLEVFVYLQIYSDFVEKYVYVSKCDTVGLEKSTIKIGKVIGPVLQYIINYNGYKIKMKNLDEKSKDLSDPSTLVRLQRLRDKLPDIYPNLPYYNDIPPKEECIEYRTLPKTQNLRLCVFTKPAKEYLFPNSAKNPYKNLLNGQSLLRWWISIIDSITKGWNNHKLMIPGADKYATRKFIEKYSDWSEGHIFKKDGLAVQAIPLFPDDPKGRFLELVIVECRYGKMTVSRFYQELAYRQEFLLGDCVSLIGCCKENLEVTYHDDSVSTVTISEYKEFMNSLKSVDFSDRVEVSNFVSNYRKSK
Tat transport – blocks Tat-dependent protein export in E. coli. AID 488895. hit rate 0.036% among 340,000. E. coli MC4100 TorA-mCherry Tat export, fluorescence. inhibition, % at 10 µM;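 active means mean replicate inhibition at least 50% and at least half of replicates individually reaching 50%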;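 further: exported cargo escapes ClpAP degradation while cytoplasmic cargo is degraded and loses fluorescence; 0% = median of neutral control wells and 100% = median of NaSCN control wells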
CAL PDZ inh – inhibitors of human CAL PDZ peptide binding; Q9HD26; purified CAL PDZ, TMR-peptide fluorescence polarization, 1 h; inhibition, % at 20 µM; hit rate 0.02% among 330,000; AID 504414;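 active means highest replicate inhibition of at least 40%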;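 further: plate controls were DMSO neutral control wells for no effect and unlabeled competitor peptide control wells for full effect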
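System: tagged CAL PDZ domain. Schedule: 1 h room-temperature incubation prior to read. Signal: fluorescence polarization (mP). Measure: percent inhibition from loss of millipolarization.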
Wnt bcat act – Wnt/beta-catenin pathway activation; hit rate 1.2% among 300,000; Wnt/beta-catenin reporter cell assay, activator, plate reader; AID 743398; activation, % at 9.35 µM; in the data active means activation above about 30%, passing the limit was not always enough;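 further: 0% = neutral control wells and 100% = positive control wells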
Ecoli viability – counter-screen for AddAB inhibitors: E. coli growth inhibition. hit rate 0.27% among 330,000. E. coli V3065 growth, OD600 absorbance, 18 h. inhibition, % at 11.9 µM. AID 449728;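 active means inhibition above the campaign's mean inhibition across all tested compounds plus 3 SD, cut at about 9.9% in these data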;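 further: uninfected addAB+ strain grown without phage in ampicillin broth; 0% = DMSO wells and 100% = ciprofloxacin 0.95 µg/ml wells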
phage Ecoli inh – E. coli growth loss with phage present; hit rate 0.26% among 360,000; AID 651602; growth absorbance; inhibition, % at 11.9 µM; in the data active means inhibition above about 11%
DAGLB inhibitor – blocks human DAGLB lipase activity; Q8NCG7; HEK293T DAGLB membrane lysate, EnzChek fluorogenic substrate; inhibition, % at 5.17 µM; hit rate 0.059% among 340,000; in the data active means inhibition above about 34%;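 further: 0% = enzyme with vehicle and 100% = wells lacking enzyme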
Target sequence (Q8NCG7 whole entry, looked up): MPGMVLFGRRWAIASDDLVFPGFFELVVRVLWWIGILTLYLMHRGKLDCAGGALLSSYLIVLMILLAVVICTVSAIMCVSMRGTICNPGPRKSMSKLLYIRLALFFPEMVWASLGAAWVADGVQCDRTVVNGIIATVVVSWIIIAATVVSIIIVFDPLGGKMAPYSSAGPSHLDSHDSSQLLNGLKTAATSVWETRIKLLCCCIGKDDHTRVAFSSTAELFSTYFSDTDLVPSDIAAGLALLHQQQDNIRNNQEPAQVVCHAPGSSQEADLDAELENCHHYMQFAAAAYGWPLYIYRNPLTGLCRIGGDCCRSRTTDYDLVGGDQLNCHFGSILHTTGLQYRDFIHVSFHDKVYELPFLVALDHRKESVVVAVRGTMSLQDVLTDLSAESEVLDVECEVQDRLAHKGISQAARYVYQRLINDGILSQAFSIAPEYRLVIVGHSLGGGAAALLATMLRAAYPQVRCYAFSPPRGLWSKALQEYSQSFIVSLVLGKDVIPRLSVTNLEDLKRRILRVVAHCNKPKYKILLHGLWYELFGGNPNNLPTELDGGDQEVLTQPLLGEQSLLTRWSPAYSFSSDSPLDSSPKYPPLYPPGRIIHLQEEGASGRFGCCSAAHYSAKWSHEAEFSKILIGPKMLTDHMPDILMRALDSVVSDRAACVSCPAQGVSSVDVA
* = called active by the depositor; . = not tested or not shown.

cpd | Compound | PvdQ inh | AddAB inh | PfHsp90 yeast 2 | Rtt109 HAT inh | Tat transport | CAL PDZ inh | Wnt bcat act | Ecoli viability | phage Ecoli inh | DAGLB inhibitor
1 | Cn1cc(P(=S)(N2CCOCC2)N2CCOCC2)cc1P(=O)(N1CCOCC1)N1CCOCC1 | 10 | 0.4 | -8 | -6 | -11 | 0.1 | -1 | 2.8 | 1.1 | -1
2 | CC(=O)c1ccc(OCC(O)CN2CCN(c3ccc(F)cc3)CC2)cc1 (stereo not drawn) | -5 | 2.1 | 9 | -1 | 4 | -2.3 | 3 | -0.5 | 2.9 | -1
3 | O=C(OCC(=O)N1CCCCC1)c1cc(=O)[nH]c2ccccc12 | -19 | 1.7 | -4 | -8 | 5 | -2.5 | 10 | -0.2 | 3.2 | 0
4 | O=c1oc2ccccc2c(NCc2cccc(F)c2)c1[N+](=O)[O-] | 3 | 2.6 | -11 | 3 | -1 | -2.5 | . | 3.7 | 2.3 | 3
5 | Cc1onc(-c2ccccc2Cl)c1C(=O)Nc1cccc2cccnc12 | -15 | 2.1 | 9 | -3 | -6 | -2.5 | . | 2.5 | 1.9 | -8
6 | O=C(NC(=S)Nc1nc2ccc(F)cc2s1)c1ccco1 | -7 | 3.8 | -6 | 5 | 8 | -3.3 | 10 | 0.5 | 1.8 | 1
7 | CCN(C(=S)Nc1ccc(OC(F)F)cc1)C1CCCCC1 | -15 | 0.9 | -1 | 11 | 0 | -2.7 | -1 | 0.4 | 6.2 | -1
8 | Cc1cccnc1NC(=O)C1CCN(S(=O)(=O)c2ccc3c(c2)CCC(=O)N3)CC1 | -21 | 4.3 | -7 | 6 | 4 | -0.3 | -2 | -0.6 | 1.5 | 0
9 | CCOc1cc(NC(=S)NCCCN2CCOCC2)c(OCC)cc1NC(=O)c1cccs1 | -5 | 1.2 | -49 | 1 | -8 | -2.9 | -1 | 2.0 | 3.7 | 0
10 | O=C(Nn1cc(C(=O)Nc2ccccc2F)c2ccccc2c1=O)c1cnccn1 | -10 | -3.7 | 3 | 5 | -5 | -1.8 | -5 | -6.7 | -5.4 | 2
11 | CCCCCCn1c(C(C)NC(=O)c2ccco2)nc2ccccc21 (stereo not drawn) | -15 | 0.4 | -11 | -3 | -1 | -0.7 | -2 | -0.8 | 3.8 | -3
12 | Cc1c(O)ccc2c(-c3ccccc3)cc(=O)oc12 | 22 | -1.5 | -33 | 1 | 6 | -3.9 | 1 | -2.2 | 3.7 | -1
13 | CC(C)N=C(NS(=O)(=O)NC(=O)c1ccccc1)c1ccccc1 | -9 | -1.0 | 5 | -12 | -12 | -0.5 | -2 | -0.2 | 1.5 | -1
14 | Cc1cc(NC(=O)c2cccc(S(=O)(=O)N3CCCCCC3)c2)no1 | -3 | -0.9 | -4 | -11 | -8 | -1.0 | 4 | -2.1 | 4.4 | -2
15 | CC(C)(C)Nc1nc(SCc2ccccc2)nc(N2CCOCC2)n1 | -8 | 2.7 | -21 | 8 | 12 | 0.1 | -9 | 3.7 | 3.3 | -10
16 | COC(=O)c1cc(S(=O)(=O)N2CCC(C)CC2)ccc1F | -2 | 2.5 | 5 | 2 | 0 | -2.1 | . | 1.8 | 0.2 | 0
17 | COc1cc(CCC(=O)Nc2ccc(Cl)c(C(F)(F)F)c2)cc(OC)c1OC | -13 | 0.9 | -2 | 4 | 0 | -1.2 | 1 | -0.7 | 3.6 | -3
18 | CSCCC(NS(=O)(=O)c1ccccc1F)C(=O)NCCCn1nc(C)cc1C (stereo not drawn) | -6 | 1.2 | -25 | 1 | -1 | -0.3 | 2 | 1.7 | 4.0 | 4
19 | Cc1cc(=O)oc(C)c1C(=O)NCC1CCCO1 (stereo not drawn) | -4 | 0.2 | . | 1 | -4 | -2.6 | . | 1.9 | 2.7 | 0
20 | O=C(Cn1nnc(-c2ccc(NC(=O)c3ccccc3F)cc2)n1)NCc1ccc(F)cc1 | -10 | -0.3 | -5 | -5 | 1 | -0.2 | 6 | 0.6 | -2.2 | 1
21 | CCN(C(=O)CSc1n[nH]c(-c2cc(Cl)ccc2OC)n1)C1CCS(=O)(=O)C1 (stereo not drawn) | -14 | . | -9 | -12 | -1 | -3.0 | 8 | . | 4.2 | 3
22 | COc1ccc(CCNC2=NCCS2)cc1OC | 9 | -0.4 | -13 | 14 | 5 | -1.2 | 0 | 1.2 | 0.5 | -2
23 | NNC(=O)c1sc2cc(C(F)(F)F)cnc2c1-c1ccccn1 | -11 | 1.4 | 10 | 0 | -6 | -0.3 | -2 | -0.6 | -0.9 | .
24 | CCn1c(SCc2cccnc2)nc2c1c(=O)n(C)c(=O)n2C | -17 | -1.2 | 24 | -6 | -19 | 0.4 | . | -1.2 | 2.7 | -5
25 | COc1ccc2cc(C3C(C#N)=C(N)OC(C)=C3C(C)=O)c(Cl)nc2c1 (stereo not drawn) | -11 | 0.0 | -5 | -2 | 0 | . | 4 | -4.3 | 2.0 | 0
26 | CC12CCC(=O)N1C(C(=O)Nc1nnc(SCc3ccc(F)cc3)s1)CS2 (stereo not drawn) | -7 | 0.7 | 8 | 2 | 6 | 0.0 | 2 | 0.6 | 2.6 | 5
27 | Cc1cc(OC(=O)c2cc([N+](=O)[O-])ccc2Cl)c([N+](=O)[O-])c(=O)[nH]1 | -4 | -2.8 | -4 | -6 | 3 | 0.1 | -5 | -0.6 | 0.4 | 1
28 | CCOC(=O)c1sc(SCC(=O)Nc2ccc(N(C)C)cc2)nc1N | 5 | 4.7 | 5 | -8 | 0 | -0.6 | 11 | -2.0 | 1.6 | 3
29 | O=C(COC(=O)c1ccc[nH]c1=O)NC1CCCCCCC1 | 1 | -0.7 | 31 | -1 | 0 | -1.0 | 2 | -1.5 | 0.4 | -1
30 | COC(=O)N/N=C\c1cc(Br)ccc1OCc1ccccc1 | -2 | 1.9 | 6 | 5 | 6 | -2.9 | . | -0.9 | 3.9 | -3
31 | CCc1ccc(/C(C)=N/NC(=O)C(O)c2ccccc2)s1 (stereo not drawn) | -1 | 3.9 | -2 | 7 | -5 | 0.2 | 5 | -0.9 | 3.8 | 0
32 | O=C(NCCc1c[nH]c2ccccc12)c1ccc2[nH]c(=O)c(=O)[nH]c2c1 | -13 | -0.2 | -20 | 3 | -1 | -1.3 | -1 | -0.3 | 3.4 | 3
33 | COc1ccc(/C(N)=N/OC(=O)c2cccc([N+](=O)[O-])c2C)cc1OC | -9 | 1.3 | -10 | -9 | -3 | 1.6 | . | 1.2 | . | -4
34 | COc1ccc(-n2c(=S)[nH]c3cc(C(=O)NCCCN4CCOCC4)ccc3c2=O)c(OC)c1 | -11 | 0.3 | -22 | 5 | -5 | 1.0 | -1 | 0.6 | -0.9 | 1
35 | COc1ccc(S(=O)(=O)Cc2ccc(C(=O)NCCCN(C)c3ccccc3)o2)cc1 | -8 | -1.0 | 2 | 5 | 16 | 0.0 | -5 | -3.4 | 3.3 | 2
36 | Cc1c(C(=O)O)oc2ccc3c(c12)C(O)CC(C)(C)O3 (stereo not drawn) | -17 | -0.9 | 7 | -2 | 1 | -0.5 | 0 | -0.9 | 0.6 | 1
37 | CN(C)c1nc(NCc2ccccc2)nc(N/N=C/c2ccc(Cl)cc2Cl)n1 | -7 | 0.7 | -51 | 0 | 6 | 0.0 | 4 | -1.4 | 1.7 | 0
38 | CC(=O)c1ccc(N2CCN(C(=S)Nc3ccccc3C(F)(F)F)CC2)cc1 | 0 | -0.6 | 4 | 8 | 1 | -0.3 | -1 | 0.7 | 1.1 | 1
39 | Cc1ccc(CN2CC34C=CC(O3)C(C(=O)NCc3ccco3)C4C2=O)cc1 (stereo not drawn) | -14 | 1.2 | -4 | 10 | -7 | 0.2 | -5 | 1.5 | -0.2 | 0
40 | COc1ccc(CCC(=O)Nc2nc3ccccc3[nH]2)cc1 | -13 | 0.6 | 2 | -16 | -7 | -1.1 | . | -1.7 | 0.8 | 0
41 | O=C(COC(=O)C1CC2C=CC1C2)Nc1ccccc1[N+](=O)[O-] (stereo not drawn) | -12 | 0.2 | 2 | -2 | 3 | -0.1 | 3 | -0.9 | 2.0 | -3
42 | CCOC(=O)c1ccc(-n2[nH]c(-c3ccccc3)cc2=O)cc1 | -10 | 2.6 | 2 | 0 | 2 | 0.8 | . | 1.3 | 6.2 | 19
43 | CC1=NN(c2nc(C)cc(C)n2)C(=O)C1CCC(C)C (stereo not drawn) | 13 | -1.0 | . | -2 | -6 | -1.7 | . | 1.5 | 1.2 | -5
44 | Cc1cc(C)nc(N=Nc2c(O)n(Cc3ccc(Cl)cc3)c3ccccc23)n1 | 5 | 1.5 | 2 | 2 | -6 | -4.3 | 2 | -1.2 | 0.1 | -3
45 | COc1cc(/C=N\NC(=O)c2ccc(Cn3nc([N+](=O)[O-])c(Cl)c3C)o2)ccc1O | -4 | 2.4 | -12 | 6 | -1 | 0.9 | . | 0.0 | 2.5 | 2
46 | O=C1CC(=C2c3ccccc3-c3ccccc32)C(=O)N1CCN1CCN(c2cccc(Cl)c2)CC1 | -14 | -3.5 | -53 | 0 | 1 | -0.1 | 1 | -1.7 | 1.2 | 1
47 | CCN(CC)C(=O)CSC1c2ccccc2C(=O)N1c1ccccc1 (stereo not drawn) | -7 | 1.4 | . | -1 | 9 | -1.4 | 3 | -1.3 | . | 3
48 | COC(=O)C(Cc1ccc(O)cc1)NC(=O)C12CC3CC(CC(C3)C1)C2 (stereo not drawn) | -14 | 1.3 | 7 | -7 | 0 | -0.3 | 0 | 1.9 | 4.0 | -2
49 | CCOc1ccc2oc(C(=O)Nc3cc(C)ccn3)c(C)c2c1 | -19 | 1.1 | . | -4 | -4 | -2.4 | 42* | 2.9 | 2.1 | -5
50 | COc1ccc(/C=N/NC(=O)c2cc(-c3ccc4c(c3)OCO4)n[nH]2)cc1OC | -6 | 2.8 | -16 | -36 | -12 | -1.8 | -9 | 1.0 | 1.5 | 0
51 | S=c1[nH]nc(COc2ccccc2)n1/N=C/c1ccncc1 | 9 | -0.8 | 1 | 11 | -4 | -1.7 | . | 1.3 | 3.0 | -2
52 | CC(=O)C1=C(O)C(=O)N(Cc2cccnc2)C1c1ccc(Cl)cc1Cl (stereo not drawn) | 4 | -0.3 | 7 | . | 3 | -3.1 | . | -1.6 | 0.9 | 3

Molecules from the list above with a furan ring, fused or not, in the order listed:
cpd | Compound | PvdQ inh | AddAB inh | PfHsp90 yeast 2 | Rtt109 HAT inh | Tat transport | CAL PDZ inh | Wnt bcat act | Ecoli viability | phage Ecoli inh | DAGLB inhibitor
6 | O=C(NC(=S)Nc1nc2ccc(F)cc2s1)c1ccco1 | -7 | 3.8 | -6 | 5 | 8 | -3.3 | 10 | 0.5 | 1.8 | 1
11 | CCCCCCn1c(C(C)NC(=O)c2ccco2)nc2ccccc21 (stereo not drawn) | -15 | 0.4 | -11 | -3 | -1 | -0.7 | -2 | -0.8 | 3.8 | -3
35 | COc1ccc(S(=O)(=O)Cc2ccc(C(=O)NCCCN(C)c3ccccc3)o2)cc1 | -8 | -1.0 | 2 | 5 | 16 | 0.0 | -5 | -3.4 | 3.3 | 2
36 | Cc1c(C(=O)O)oc2ccc3c(c12)C(O)CC(C)(C)O3 (stereo not drawn) | -17 | -0.9 | 7 | -2 | 1 | -0.5 | 0 | -0.9 | 0.6 | 1
39 | Cc1ccc(CN2CC34C=CC(O3)C(C(=O)NCc3ccco3)C4C2=O)cc1 (stereo not drawn) | -14 | 1.2 | -4 | 10 | -7 | 0.2 | -5 | 1.5 | -0.2 | 0
45 | COc1cc(/C=N\NC(=O)c2ccc(Cn3nc([N+](=O)[O-])c(Cl)c3C)o2)ccc1O | -4 | 2.4 | -12 | 6 | -1 | 0.9 | . | 0.0 | 2.5 | 2
49 | CCOc1ccc2oc(C(=O)Nc3cc(C)ccn3)c(C)c2c1 | -19 | 1.1 | . | -4 | -4 | -2.4 | 42* | 2.9 | 2.1 | -5
